MT stabilizer – microtubule stabilizers in HeLa cells, primary screen, imaging, high-content imaging. % tubulin-high responders, % at 10 µM. HeLa tubulin immunostaining HCS, 24 h; share of cells brighter than vehicle mean+2SD. 200,000 tested, 0.83% active;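 active = plate Z-score above 3 for both tubulin-high and condensed-nucleus cell shares, with cell loss under 80%, at 10 µM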;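 also: anti alpha tubulin signal scored within the nucleus-defined area of each cell; some results filed as inactive read as strong as hits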
Myeloid diff MLP – induction of myeloid progenitor differentiation, primary screen, cell-based, flow cytometry, MLPCN library; calls only at 10 µM; 360,000 tested, 1% active; ER-HoxA9 myeloid progenitors, lysozyme-GFP differentiation;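 active = normalized GFP-positive differentiation at or above the plate's own cutoff, the solvent-only control mean plus 3 SD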;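 also: cells exposed to compound for four days before flow analysis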
human PMI inhibition – inhibitors of human PMI, primary screen, biochemical, fluorescence intensity, coupled assay (AID 1209) | Mannose-6-phosphate isomerase (Homo sapiens) | purified PMI enzyme, coupled fluorescence intensity; higher % means a stronger effect | inhibition, % at 20 µM, or IC50 in µM where a hit was titrated | 190,000 tested, 0.42% active; in the data active = inhibition above about 50%;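 also: plate controls were DMSO vehicle for no effect and wells lacking substrate for full effect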
b-catenin transl – modulators of beta-catenin nuclear translocation, primary screen, imaging, HeLa cells, immunofluorescence, high-content; nuclear translocation activity, % at 5 µM; 190,000 tested, 0.3% active; AID 1665, 2009;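 active = nuclear translocation activity above 50% at 5 µM, with a well cell count of 50 or more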;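 also: per-cell ratio of nuclear to cytoplasmic median beta-catenin stain intensity; plate controls were DMSO negative control for no effect and GSK-3 inhibitor IX positive control for full effect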
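Technique: fluorescence imaging of beta-catenin antibody stain plus DAPI / Material: human HeLa cell line / Incubation: compound treatment 24 h, 37°C, 5% CO2 / Read-out basis: % activation of per-cell nuclear versus cytoplasmic median beta-catenin signal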
TNAP activators – human TNAP enzyme activators, primary screen, biochemical, luminescent, no phosphate acceptor, uHTS (AID 1001). Alkaline phosphatase, tissue-nonspecific isozyme (Homo sapiens). 200,000 tested, 0.03% active. purified TNAP, luminescent activation assay, no phosphate acceptor; higher activation fold means a stronger effect. activation fold at 20 µM; hits with a dose series show EC50 in µM; in the data active = activation fold from about 3, or a potency from the dose series; inactive = the rest, 99 in 100 with activation fold below about 1.6; also: many of its hits are not listed in these tables
Lipid droplet – inhibitors of hepatocyte lipid droplet formation, primary screen, imaging, high-throughput imaging, BODIPY stain. 240,000 tested, 0.4% active. AML12 mouse hepatocytes, oleate lipid droplets. AID 1656, 2009. inhibition, % at 6.5 µM;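 active = lipid droplet intensity inhibited by at least 50%, with more than 500 cells counted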
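Material: mouse AML12 hepatocyte cell line, fixed after treatment; Timing: compound with oleate, overnight; Technique: high-content imaging of BODIPY-stained droplets and DAPI nuclei; Probe or stimulus: oleate, 100 µM final; Dosing: compound at 6.5 µM only.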
Dynein cargo inh – inhibitors of GR-EGFP nuclear translocation, primary screen, dynein cargo transport inhibitor project, imaging, high-content, 3617.4 mouse cells; test concentration mostly 20 µM; stimulated with dexamethasone, 1 µM; hits give low values; z-score, hits read low; 220,000 tested, 0.47% active; AID 1381, 2008;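 active = plate z-score of nuclear minus cytoplasmic receptor signal below a set negative limit, without overly bright fluorescence or cell loss, cut at about -3.5 in these data, passing the limit was not always enough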;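 also: z-score of nuclear minus cytoplasmic ring GR-EGFP intensity difference per well; some compounds called inactive have numbers as strong as hits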
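Buffer or medium – tet-free medium with charcoal-stripped serum · Signal – automated 10x imaging of fixed Hoechst-stained cells · Also added – dexamethasone agonist, 1.0 µM final, for 30 min · Incubation – induction 48 h, compound 1 h, agonist 30 min · Read-out – GR-EGFP nuclear translocation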
Insulin prom up – insulin promoter activators in MIN6 cells, imaging, high-content screening, mouse beta cells; MIN6 insulin promoter-GFP reporter; hits give high values; 190,000 tested, 0.3% active; z-score at 5 µM;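 active = z-score above 3 at 5 µM with at least 500 cells counted in the well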
T cell modulator – modulators of CD8 T cell-vesicle binding, primary screen, mouse 2C CD8+ T cells, flow cytometry; calls only at 7 µM; 330,000 tested, 0.068% active; AID 2052, 2009; 2C CD8+ T cell-vesicle binding; hits give low values;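 active = response, share of CD8 T cells binding vesicles, and their 90th percentile fluorescence all below set limits, cut at about 80% in these data, passing the limit was not always enough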
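incubation = binding step 1.5 h, 37 °C, antibody labelling 20 min, ice | test system = 2C mouse CD8+ T cells | read-out basis = percent CD8+ FL2 mean versus row control | controls = Peptide-free naked vesicles (low) and QL9 vesicles with 0.7% DMSO vehicle (high) | detection = flow cytometry of vesicle-bound cells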
Dynein cargo inh cytoplasmic EGFP – second read-out of Dynein cargo inh, no call of its own (marks repeat the call); z-score; measured here: cytoplasmic GR-EGFP intensity; hits give high values
Dynein cargo inh nuclear GR-EGFP – second read-out of Dynein cargo inh, no call of its own (marks repeat the call); z-score; measured here: nuclear GR-EGFP intensity;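 lower value marks the stronger effect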
Dynein cargo inh cell count – second read-out of Dynein cargo inh, no call of its own (marks repeat the call); z-score; measured here: cell count per field
Insulin prom up cell count – also measured in Insulin prom up; calls as there; cell count; measured here: cytotoxicity, nuclei count;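 total cells summed across four imaged fields per well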
Lipid droplet cells 6.5 µM – recorded beside Lipid droplet, whose call it bears; cell count; measured here: cell count, cytotoxicity flag;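 cells counted across two imaged fields per well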
b-catenin transl cell count 5 µM – recorded beside b-catenin transl, whose call it bears; cell count; measured here: cell count, cytotoxicity flag
T cell modulator vesicle-bound % – recorded beside T cell modulator, whose call it bears; double positive events, %; measured here: CD8+ vesicle-bound cell fraction;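 binding gate set so that unloaded-vesicle control wells show 10% double positive cells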
MT stabilizer Hoechst-high % – further read-out of MT stabilizer, marked with its call; % Hoechst-high responders; measured here: nuclear condensation Hoechst responders;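 share of cells brighter than vehicle mean plus two SD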
MT stabilizer cytotoxicity % – further read-out of MT stabilizer, marked with its call; toxicity, %; measured here: cytotoxicity by cell density;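 0% = mean cell density of plate MIN control wells and 100% = no cells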
Myeloid diff MLP GFP+ MAC1+ % – also measured in Myeloid diff MLP; calls as there; GFP+ MAC1+ double positive, %; measured here: differentiation confirmed by MAC1 staining
An asterisk follows results filed as active; i = inactive; / = not tested or not shown.

SMILES	MT stabilizer	MT stabilizer Hoechst-high %	MT stabilizer cytotoxicity %	Myeloid diff MLP	Myeloid diff MLP GFP+ MAC1+ %	human PMI inhibition	b-catenin transl	b-catenin transl cell count 5 µM	TNAP activators	Lipid droplet	Lipid droplet cells 6.5 µM	Dynein cargo inh	Dynein cargo inh cytoplasmic EGFP	Dynein cargo inh nuclear GR-EGFP	Dynein cargo inh cell count	Insulin prom up	Insulin prom up cell count	T cell modulator	T cell modulator vesicle-bound %
COc1ccc(/C=N/NC(=O)c2ccoc2C)cc1O	9.1	4.4	6.3	i	0.3	11%	3.0	717	1	24	630	-0.21	-0.18	-0.3	-0.2	0.09	1323	i	40
CCN(CC)CC(C(=O)N(CC)CC)P(=O)(c1ccccc1)c1ccccc1 (stereo not drawn)	2.5	1.7	9.2	i	0.6	-3%	-3.8	1181	1.1	-13	731	-0.057	-0.24	-0.061	0.85	-0.11	835	i	16
O=C(NCCOc1ccc2ccccc2c1)c1cncc(Br)c1	/	/	/	i	0.4	/	0.5	1308	/	0	732	0.11	-0.24	0.45	0.6	0.36	1029	i	28
CCn1c2ccccc2c2cc(/C=N/NC(=O)c3ccc(O)cc3)ccc21	17*	31*	31*	i	1.4	22%	52*	441*	1.1	13	625	0.14	-0.28	0.33	0.37	0.43	1375	i	51
CCOC(=O)C1=C(C)N(CCCC(=O)O)C(=O)NC1c1ccc([N+](=O)[O-])cc1 (stereo not drawn)	2.2	2.2	5.5	i	1.9	10%	/	/	1.1	17	707	-0.26	-0.27	0.17	0.43	0.03	1286	/	/
CCc1c(C(=O)N/N=C/c2cn[nH]c2-c2ccc(F)cc2)csc1C	4.0	1.9	6.1	i	0.2	8%	/	/	1.1	1	722	-0.91	-0.33	-0.83	0.74	0.16	1050	i	29
CC(OC(=O)C1CSC2(c3ccc(F)cc3)CCC(=O)N12)C(=O)NC(N)=O (stereo not drawn)	2.5	1.7	4.8	i	0.2	-3%	-1.2	983	1	4	654	-0.55	-0.35	0.032	0.028	-0.23	1496	i	45
Cc1nc2ncnn2c(C)c1Cc1ccc(Cl)cc1F	2.3	0.8	4.1	i	1.9	0%	0.5	520	1.1	/	/	-0.43	-0.12	0.42	0.97	0.77	1406	i	55
CN(C)S(=O)(=O)N1CCC(Oc2ccc(C(=O)NC3CCCCC3)cc2)CC1	2.6	1.6	0.7	i	0.7	2%	-0.1	1001	1	21	754	-1.1	-0.33	-0.46	0.92	0.73	1432	i	30
Cc1cccc(NCCC(=O)c2ccc(Br)cc2)c1	2.0	1.7	3.3	i	5.4	28%	-0.4	1352	1.1	/	/	0.46	-0.072	0.8	0.19	-0.35	1370	i	37
CC1(C)CC(=O)C2=C(C1)Nc1ccccc1NC2c1ccc2c(c1)OCO2 (stereo not drawn)	5.0	3.3	3.7	i	1.3	4%	-2.2	1001	1	/	/	0.11	-0.33	0.097	0.23	-0.32	1272	i	14
CCN1C(=O)N[C@@H](c2ccc(Br)cc2)C(C(=O)OC)=C1C	3.7	2.5	7.2	i	2.4	-9%	/	/	1.1	-21	671	-0.69	-0.31	-0.042	0.77	-0.58	1282	i	29
N#CCSc1nnc(SCC#N)s1	/	/	/	i	0.5	/	0.0	1339	/	-2	656	-0.54	-0.76	-0.6	0.009	0.17	1115	i	30
COc1cccc(CN2CCN(C(=O)c3cc(-c4cccnc4)nc4ccc(C)cc34)CC2)c1	5.3	2.9	5.0	i	0.5	-2%	0.3	1501	1	/	/	-0.66	-0.27	0.2	0.81	0.33	1347	i	35
O=C(Nc1ccc(Cc2ccncc2)cc1)C1CC1	2.4	2.0	8.6	i	3.4	13%	/	/	1.1	1	689	-0.91	0.037	-1	0.092	-0.11	1225	i	18
CC(/C=C/c1ccccc1)=N/NC(=O)c1nc2nc(C)cc(C)n2n1	2.2	2.7	7.0	i	0.1	0%	1.4	1017	1.1	3	722	-0.013	-0.19	0.068	-0.083	-0.16	952	i	44
CC1=C(C(=O)Nc2ccccc2F)C(c2ccsc2)C2=C(CC(c3ccccc3)CC2=O)N1 (stereo not drawn)	7.6	3.4	0.8	i	1.3	2%	3.8	1337	1.1	/	/	-0.5	-0.2	-0.4	0.51	0.01	1264	i	8
Cc1ccc(S(=O)(=O)NCCCCCC(=O)Nc2nccs2)cc1	2.5	2.0	7.2	i	1.7	6%	-0.3	1197	1.1	/	/	-0.9	-0.15	-0.66	0.56	-0.47	937	i	45
COc1cccc(-c2nc3n(n2)C(c2ccc4c(c2)OCO4)C(C(N)=O)=C(C)N3)c1 (stereo not drawn)	2.7	2.5	8.6	i	1.0	-9%	/	/	1	/	/	-0.27	-0.23	0.19	-0.2	/	/	i	52
NNC(=O)c1cccnc1Oc1ccccc1	/	/	/	i	1.0	/	-2.9	1062	/	-4	749	0.68	-0.23	0.19	-0.79	0.61	1378	i	31

No new results follow: entries from further up.
SMILES	MT stabilizer	MT stabilizer Hoechst-high %	MT stabilizer cytotoxicity %	Myeloid diff MLP	Myeloid diff MLP GFP+ MAC1+ %	human PMI inhibition	b-catenin transl	b-catenin transl cell count 5 µM	TNAP activators	Lipid droplet	Lipid droplet cells 6.5 µM	Dynein cargo inh	Dynein cargo inh cytoplasmic EGFP	Dynein cargo inh nuclear GR-EGFP	Dynein cargo inh cell count	Insulin prom up	Insulin prom up cell count	T cell modulator	T cell modulator vesicle-bound %
CC1(C)CC(=O)C2=C(C1)Nc1ccccc1NC2c1ccc2c(c1)OCO2 (stereo not drawn)	5.0	3.3	3.7	i	1.3	4%	-2.2	1001	1	/	/	0.11	-0.33	0.097	0.23	-0.32	1272	i	14
CCN1C(=O)N[C@@H](c2ccc(Br)cc2)C(C(=O)OC)=C1C	3.7	2.5	7.2	i	2.4	-9%	/	/	1.1	-21	671	-0.69	-0.31	-0.042	0.77	-0.58	1282	i	29

The results go on:
SMILES	MT stabilizer	MT stabilizer Hoechst-high %	MT stabilizer cytotoxicity %	Myeloid diff MLP	Myeloid diff MLP GFP+ MAC1+ %	human PMI inhibition	b-catenin transl	b-catenin transl cell count 5 µM	TNAP activators	Lipid droplet	Lipid droplet cells 6.5 µM	Dynein cargo inh	Dynein cargo inh cytoplasmic EGFP	Dynein cargo inh nuclear GR-EGFP	Dynein cargo inh cell count	Insulin prom up	Insulin prom up cell count	T cell modulator	T cell modulator vesicle-bound %
Oc1ccc(Br)cc1-c1nc2cnccn2c1NC1CCCCC1	1.6	1.6	2.6	i	1.0	15%	1.9	1166	1	3	765	-0.73	-0.43	-0.56	0.87	-0.22	828	i	40
Cc1c(C(=O)NCc2ccccc2)cnn1-c1ccccc1	2.4	1.7	5.3	/	/	8%	-0.9	1137	1.1	56*	684*	-0.35	-0.05	0.032	1.5	0.05	1910	i	13
CCN(CC)c1ccc(N=Cc2ccccc2[N+](=O)[O-])cc1	3.3	2.6	8.9	i	1.6	45%	/	/	0.8	-7	720	0.35	-0.21	0.27	-1.4	0.36	1307	i	16
CCCC12CN3CC(C)(CN(C1)C3c1ccc(OC)cc1)C2=O (stereo not drawn)	2.1	1.8	8.2	i	0.6	5%	-2.4	1010	1.2	/	/	-0.55	-0.2	-0.12	0.83	-0.97	1456	i	43
Cc1cccc(C)c1N1CCN(C(=O)Nc2ccc3c(c2)OCCO3)CC1	1.0	1.7	8.0	i	1.5	11%	-2.1	1337	1.2	/	/	-0.011	-0.2	0.21	0.26	-0.87	1503	i	37
COc1cccc(C(=O)Nc2ccc(S(=O)(=O)Nc3onc(C)c3C)cc2)c1	1.8	1.5	6.5	i	1.0	-7%	-2.4	844	1.1	/	/	-0.84	-0.23	-0.11	1.6	/	/	i	51
COC1=C(Nc2ccccc2OC)C(=O)c2ccccc2C1=O	/	/	/	i	1.4	/	-0.5	1355	/	26	615	0.44	-0.23	0.9	-0.46	-0.28	1006	i	34
Cc1ccccc1-n1c(SCc2c(C)noc2C)nnc1-c1c[nH]c2ccccc12	2.9	2.3	7.6	i	1.1	4%	-4.5	1012	1	/	/	-0.8	0.00044	-0.36	0.71	0.47	1251	i	50
CN(C)c1ccc(NC(=O)c2ccc([N+](=O)[O-])cc2Cl)cc1	3.6	3.2	6.1	i	1.0	8%	-1.1	541	1	-36	622	-0.35	-0.18	-0.39	0.72	-0.08	1223	i	48
Cc1ccc(C(OCCN(C)C)c2cccc(C(F)(F)F)c2)cc1 (stereo not drawn)	3.3	4.7	8.1	i	0.5	6%	-1.1	535	1	8	578	0.58	-0.059	0.37	-1.2	-0.95	1090	i	39
CCSc1nnc(NC(=O)NC2CCCCC2)s1	3.5	1.6	3.0	i	0.6	-6%	/	/	1.1	2	679	0.87	-0.15	0.57	-0.55	-0.19	1175	i	25
CN1CCN(C(=O)c2cnn(-c3ccccc3)c2NC(=O)c2ccccc2)CC1	1.6	2.1	9.2	i	0.9	8%	1.1	1018	1.1	14	650	0.19	-0.3	0.034	0.11	0.46	1396	i	60
